# PLK1 kinase inh – inhibitors of human PLK1 kinase; P53350; recombinant PLK1 kinase, TR-FRET peptide phosphorylation; inhibition, % at 10 µM; 97,000 compounds, 0.53% hits; AID 619;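 active = inhibition of 50% or more in the single-concentration screen; inactive = inhibition below 50%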;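 also: 0% = DMSO max control and 100% = H-89 dihydrochloride min control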
# HUVEC tox IL1B – toxic to HUVEC cells under IL-1B stimulation. cell count reduction, % at 2 µM. HUVEC cell count loss, Hoechst imaging, IL-1B stimulated. 94,000 compounds, 0.41% hits;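 active = cell count reduction more than 3 SD above the screen-wide mean, cut at about 70% in these data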;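 also: normalized per plate to untreated control cells as the no-loss baseline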
# HUVEC tox TNFa – HUVEC cytotoxicity counter-screen, TNF alpha stimulated. HUVEC TNFalpha-stimulated, Hoechst cell count, imaging. AID 848. 93,000 compounds, 0.17% hits. cell count reduction, % at 2 µM;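 active = cell count reduction exceeding the screen mean by over 5 SD, scaled to untreated wells per plate, cut at about 78% in these data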;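 also: cells counted after 24 h of TNF alpha exposure following the 1 h pretreatment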
# VCAM1 TNFa inh – reduces TNF alpha induced VCAM1 expression in HUVEC | inhibition, % at 2 µM | 95,000 compounds, 0.48% hits | HUVEC TNFa-induced VCAM-1 immunofluorescence, high-content imaging;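 active = inhibition above the batch mean plus 3 SD, with images confirmed as a hit by eye, cut at about 37% in these data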;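 also: 0% = TNF-stimulated DMSO wells and 100% = unstimulated control wells; not every result past the cut was called active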
# Ecoli WT expand – blocks growth of wild type E. coli BW25113 | OD600 absorbance | growth inhibition, % at 100 µM | 98,000 compounds, 0.15% hits;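 active = growth inhibition above about 50% at one test dose, limit read from the data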;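 also: growth measured after 20 h incubation at 37 °C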
# PLK1 PBD inh – blocks phosphopeptide binding to human Plk1 polo box domain. P53350. Plk1 PBD phosphopeptide binding, fluorescence polarization. inhibition, %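 (tested at about 20 µM)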. 97,000 compounds, 0.13% hits. AID 693; in the data active = inhibition above about 34%, passing the limit was not always enough
# F-actin modifier – alters cytoskeleton assembly in HUVEC cells | inhibition, % at 2 µM | HUVEC TNFa F-actin phalloidin imaging, high content | 91,000 compounds, 0.18% hits;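 active = inhibition above the batch mean plus 3 SD and confirmed as a hit by visual image inspection, cut at about 30% in these data, passing the limit was not always enough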; also: strong numbers were not always called active
# hDAT+cocaine – human DAT dopamine uptake with cocaine, either direction. 110,000 compounds, 1.3% hits. LLC-PK1 hDAT cells, [14C]-dopamine uptake with cocaine IC80; actives deviate in either direction. B-score at 10 µM. Q01959;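 active = Z score or B-score, a plate-position-corrected score, falls beyond the plate's 99.7% confidence bounds, in either direction; inactive = both scores lie inside the 99.7% bounds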;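 also: scored against the spread of the other compound wells on the same plate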
# sEH inh – soluble epoxide hydrolase (human) inhibition | P34913 | recombinant human sEH enzymatic activity assay | inhibition, % at 2 µM | 91,000 compounds, 0.34% hits; in the data active = inhibition above about 80%; also: values of inactives mirror those of a sister screen read the other way; many of its hits are not listed in these tables
# Target sequence (P34913 whole entry, looked up): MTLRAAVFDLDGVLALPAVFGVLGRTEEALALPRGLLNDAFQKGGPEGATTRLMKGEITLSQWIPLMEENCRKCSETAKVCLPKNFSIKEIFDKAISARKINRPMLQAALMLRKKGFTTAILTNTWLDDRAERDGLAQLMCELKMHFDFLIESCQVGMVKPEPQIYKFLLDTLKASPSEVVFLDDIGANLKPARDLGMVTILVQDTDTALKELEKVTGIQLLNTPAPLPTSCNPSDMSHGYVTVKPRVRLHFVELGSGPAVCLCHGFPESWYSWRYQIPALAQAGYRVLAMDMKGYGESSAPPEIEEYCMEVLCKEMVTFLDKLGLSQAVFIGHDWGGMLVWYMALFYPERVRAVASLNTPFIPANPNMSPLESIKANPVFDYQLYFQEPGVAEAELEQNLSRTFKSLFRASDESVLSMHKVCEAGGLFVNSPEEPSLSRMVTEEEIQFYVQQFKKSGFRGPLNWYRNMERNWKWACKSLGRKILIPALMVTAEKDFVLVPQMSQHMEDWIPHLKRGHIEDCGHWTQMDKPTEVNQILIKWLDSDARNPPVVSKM
# The depositor's hits bear a star; nt = not tested or not shown.
SMILES,PLK1 kinase inh,HUVEC tox IL1B,HUVEC tox TNFa,VCAM1 TNFa inh,Ecoli WT expand,PLK1 PBD inh,F-actin modifier,hDAT+cocaine,sEH inh
COc1ccc(Cl)cc1-c1nc(-c2ccc(Br)o2)no1,-8,-12,6,13,3,-1,2,nt,0
Cc1cc(Nc2ccccc2)nn1C(=O)c1ccccc1,-5,4,-10,3,1,-6,-36,0.29,6
O=C(Oc1ccc(-c2nc(-c3ccccn3)no2)cc1)c1ccccc1,-3,-18,7,-14,-4,10,-19,-0.17,12
Cc1cc(/N=C/N(C)C)on1,-3,-6,-4,2,-5,-2,3,-0.53,-8
Clc1ccc(OCc2nc(-c3ccncc3)no2)c(Cl)c1,-3,-67,-7,15,12,-27,-10,2,-4
Cc1ccc(N=c2oc3cc(O)ccc3cc2C(N)=O)cc1,-2,-1,19,-2,-2,-10,-18,-0.86,-13
COC(=O)c1cc(OC)c(OC)cc1NC(=O)c1c(C)noc1C,-2,-23,-22,7,nt,-21,14,nt,1
Cc1ccc(-c2nc(CN(C)C)cc(CN(C)C)c2O)cc1,-3,-39,-6,0,0,-6,-14,-0.96,-14
Cc1ccc2[nH]c3c(N4CCc5ccccc5C4)ncnc3c2c1,7,-3,-22,17,-10,-14,-28,1.4,nt
CC(C)NC(=O)C1CCCN(S(C)(=O)=O)C1 (stereo unspecified),-6,-5,0,13,-4,-14,-11,-0.043,-12
CC(OC(=O)CNC(=O)C12CC3CC(CC(C3)C1)C2)C(=O)Nc1ccc(N2CCOCC2)cc1 (stereo unspecified),-10,12,-32,0,4,-16,9,0.061,-7
Cn1c(Cn2cnc3ccccc32)nc2ccccc21,5,7,-16,-26,2,6,36,1.2,-6
COc1ccc(OC)c(-n2c(-c3cnccn3)n[nH]c2=S)c1,-3,5,-11,8,4,-5,-12,-0.058,8
CCCCC(=O)Nc1ccc(C(=O)Nc2nnc(COC)s2)cc1,-37,-14,-1,9,-8,12,5,1.9,9
COc1ccc(C2C(C#N)=C(/N=C/N3CCN(C)CC3)OC3=C2C(=O)CC(C)(C)C3)cc1OC (stereo unspecified),-4,6,28,-20,-1,1,-9,1.3,1
CC(C)(/C=N/O)/[N+]([O-])=C/c1ccco1,-8,-15,-7,-11,2,22,-36,0.0095,-7
Cc1nnc(NC(=O)CSc2nnc(Cc3ccccc3)n2-c2ccccc2)s1,-15,-30,-3,25,0,-10,17,-0.67,-3
COc1ccccc1NC(=O)Oc1ccc(NC(=O)c2ccco2)cc1,-8,5,-9,-2,7,-4,-51,0.1,5
COc1ccc(C2CC(c3ccc(Cl)cc3Cl)Nc3nc(N)nn32)cc1 (stereo unspecified),-4,-14,5,0,10,6,2,1.2,-6
O=C(NCCCCc1ccccc1)c1ccc(Br)o1,-10,-11,-17,10,nt,2,4,-0.31,9
Cc1ccc(C(=O)CSc2nc(N)cc(=O)[nH]2)cc1,-9,11,10,-2,5,-2,0,2.1,1
COCc1nnc(NC(=O)CCC2CCCCC2)s1,-4,-9,10,12,-1,-31,-29,0.15,24
CC(C)(C)NS(=O)(=O)c1ccc2c(c1)oc(=O)c1cc(S(=O)(=O)NC(C)(C)C)ccc12,-7,-38,-35,9,-6,37,14,-0.6,2
CCn1c(COc2ccc3c(c2)OCO3)nnc1SCC(=O)O,-7,-12,-31,-8,nt,3,-7,0.53,6
C(=N\Nc1nc(N2CCOCC2)nc(N2CCOCC2)n1)/c1cccnc1,-16,-4,-4,-8,2,7,-1,-0.27,2
# (list continues)
SMILES,PLK1 kinase inh,HUVEC tox IL1B,HUVEC tox TNFa,VCAM1 TNFa inh,Ecoli WT expand,PLK1 PBD inh,F-actin modifier,hDAT+cocaine,sEH inh
CCCCc1nnc(SCCSc2nnc(CCCC)n2N)n1N,-12,-51,-10,32,7,3,-6,0.19,7
COc1ccc(C2CC3CC(c4ccccc4)N2O3)cc1 (stereo unspecified),3,-57,-26,-16,2,-16,-10,-0.33,8
O=C(CCC(=O)OCC(=O)c1ccc(Cl)cc1Cl)Nc1cccc2cccnc12,-9,-24,-22,6,4,-8,-19,0.25,9
CC(=Nc1ccccc1)C1=C(O)COC1=O,-9,8,-5,-2,7,-20,11,-0.33,3
CC(=O)OC1COC(n2ccc3ccccc32)C(OC(C)=O)C1OC(C)=O (stereo unspecified),-11,-17,-6,-16,7,1,18,-1.9,-2
COCCNC(=O)c1onc(CSc2cccc(OC)c2)c1C(=O)O,-4,1,-5,11,2,23,2,-0.58,10
O=C(CCn1cnc2ccccc2c1=O)Nc1ccc(S(=O)(=O)N2CCCC2)cc1,-9,6,-3,7,4,4,-10,0.2,0
NC(=O)c1ccccc1NC(=O)c1ccccc1F,-7,-27,-38,-24,12,0,3,0.1,nt
CCSc1nc(C(F)(F)F)cc(=O)n1-c1ccccc1,-8,9,10,7,5,28,-4,-0.28,2
CC1(C)N=C(SCC(=O)Nc2ccc(Cl)cc2)C(c2ccccc2)=N1,-5,nt,-4,5,-3,9,1,1.8,-2
Cc1ccccc1N(C(=O)Cc1cccs1)C(C(=O)NCC1CCCO1)c1cccnc1 (stereo unspecified),-13,-41,-22,12,3,12,6,-0.13,0
CC(C)(C)N(C=C(Cl)Cl)C(=O)NC1CCCCC1,-5,9,-4,-3,6,0,-9,0.27,18
Cc1ccc(S(=O)(=O)N2CCCN(S(=O)(=O)c3ccc4c(c3)OCCO4)CC2)cc1,-11,-24,-21,14,20,25,-14,1.4,6
Cc1ccc(OCC(=O)Nc2sc3c(c2C#N)CCC3)cc1C,-3,-10,7,13,-15,7,12,-0.6,5
COc1ccc(N=CC2=C(O)c3ccccc3C2=O)cc1,-5,-3,-17,-14,-5,-1,-12,-0.7,6
COc1cc(/C=N/NC(N)=O)c(Br)cc1OCC(=O)Nc1ccccc1C,-10,-14,-17,8,-10,-11,4,0.054,0
COCCn1c(SCC(=O)Nc2nnc(C)s2)nnc1-c1cc2ccccc2cc1O,2,4,7,12,1,13,-7,0.31,-2
Cc1ccc(-n2nnnc2SCn2nnc3ccccc3c2=O)c(C)c1,1,-6,7,13,3,7,5,0.076,-2
Cc1ccc2nc(Cl)c(CN(Cc3cccs3)C(=O)C3CC3)cc2c1,-5,-8,2,-7,-2,28,-1,0.91,-7
O=c1oc2ccccc2c(Nc2ccc3ccccc3c2)c1[N+](=O)[O-],-14,2,3,-13,-8,-4,-4,2.7,0
Nc1nc(SCC(=O)c2ccc(Oc3ccccc3)cc2)n[nH]1,-9,14,-12,9,5,20,-15,0.39,3
CC(C)(C)P(=O)(CO)c1ccccc1 (stereo unspecified),-8,15,0,-4,7,0,-5,0.33,-17
O=C(NCCN1CCOCC1)c1ccc2c(c1)N(Cc1ccccc1)C(=O)CS2,-6,-4,-19,8,3,5,4,1.3,21
Cc1cc(C(=O)COc2ncnc3sccc23)c(C)n1C,-2,-23,-35,-10,3,24,14,0.014,2
Clc1ccc(-c2ccc(SCc3ccccn3)nn2)cc1,25,-4,-2,13,-9,-9,-12,0.21,-1

# Reprinted at random: five compounds from above
SMILES,PLK1 kinase inh,HUVEC tox IL1B,HUVEC tox TNFa,VCAM1 TNFa inh,Ecoli WT expand,PLK1 PBD inh,F-actin modifier,hDAT+cocaine,sEH inh
NC(=O)c1ccccc1NC(=O)c1ccccc1F,-7,-27,-38,-24,12,0,3,0.1,nt
O=C(CCn1cnc2ccccc2c1=O)Nc1ccc(S(=O)(=O)N2CCCC2)cc1,-9,6,-3,7,4,4,-10,0.2,0
Clc1ccc(-c2ccc(SCc3ccccn3)nn2)cc1,25,-4,-2,13,-9,-9,-12,0.21,-1
CC(=Nc1ccccc1)C1=C(O)COC1=O,-9,8,-5,-2,7,-20,11,-0.33,3
O=c1oc2ccccc2c(Nc2ccc3ccccc3c2)c1[N+](=O)[O-],-14,2,3,-13,-8,-4,-4,2.7,0

# The listing picks up, starting 3 compounds before the break.
SMILES,PLK1 kinase inh,HUVEC tox IL1B,HUVEC tox TNFa,VCAM1 TNFa inh,Ecoli WT expand,PLK1 PBD inh,F-actin modifier,hDAT+cocaine,sEH inh
O=C(NCCN1CCOCC1)c1ccc2c(c1)N(Cc1ccccc1)C(=O)CS2,-6,-4,-19,8,3,5,4,1.3,21
Cc1cc(C(=O)COc2ncnc3sccc23)c(C)n1C,-2,-23,-35,-10,3,24,14,0.014,2
Clc1ccc(-c2ccc(SCc3ccccn3)nn2)cc1,25,-4,-2,13,-9,-9,-12,0.21,-1
CC1(C(=O)c2ccccc2)C2c3c(ccc4ccccc34)OC(=O)C21C(=O)N1CCOCC1 (stereo unspecified),-8,-14,-18,-6,-4,19,5,1.1,11
CC(C(=O)Nc1ccccc1C(=O)N1CCCC1)n1nnc2ccccc21 (stereo unspecified),-7,-5,-32,5,0,-11,49,-0.21,nt
CCOC(=O)C1=C(C)NC(=O)NC1c1cccc(O)c1 (stereo unspecified),-4,11,-24,24,-2,3,-10,0.21,15
COc1ccc(CC(=O)NNC(=S)Nc2ccc(Br)cc2)cc1,-3,20,-3,2,8,-24,-6,-0.62,18
O=C(c1ccc(Cn2c(=O)[nH]c3ccccc3c2=O)cc1)N1CCN(c2ccc(Cl)cc2)CC1,-4,-4,-18,-8,-9,-3,48,1.3,-11
Cc1nc(SCC(N)=O)[nH]c(=O)c1Cc1ccc(OC(C)C)cc1,-5,-1,6,-8,9,8,-31,0.0092,-4
CC(C)=C1SC(N2CCN(c3cccc(C(F)(F)F)c3)CC2)=NC1=O,-13,-7,23,9,-6,19,-7,-0.64,-2
NS(=O)(=O)c1ccc(CCNC(=O)c2ccc(S(=O)(=O)N3CCCCC3)cc2)cc1,-5,-29,-18,-21,2,-18,16,-0.08,6
Cc1cc(C)nc(N2CCCC(C(=O)NCCc3ccccc3F)C2)n1 (stereo unspecified),3,-12,-7,12,1,-9,9,0.025,34
COc1ccc(C(=O)NCc2nnc(SCC(=O)Nc3cc(C)cc(C)c3)o2)cc1OC,-6,-14,-32,-4,4,-7,11,1.4,4
O=C(CSc1nnc(-c2ccc(Cl)cc2)n1Cc1ccco1)NCc1ccc2c(c1)OCO2,-9,-144,2,-5,2,-8,4,-0.26,-21
CN1CCN(c2nc(-c3ccccc3)c3cc(Cl)ccc3n2)CC1,-15,-20,-21,24,11,-19,12,0.88,nt
CC1=CS/C(=C(/C#N)C(=O)NCc2ccco2)N1c1ccccc1,-13,-31,0,-16,0,10,-9,0.83,-10
CC(=O)Cc1nsc(Nc2ccc3c(c2)OCCO3)n1,-10,-24,-7,22,11,-6,-30,0.41,1
COC(=O)c1ccc2nc(C(F)(F)F)[nH]c2c1,-11,0,6,-24,7,15,-60,1.6,-15

# 3 entries already listed, arranged by molecular weight, rising:
SMILES,PLK1 kinase inh,HUVEC tox IL1B,HUVEC tox TNFa,VCAM1 TNFa inh,Ecoli WT expand,PLK1 PBD inh,F-actin modifier,hDAT+cocaine,sEH inh
CC(C)=C1SC(N2CCN(c3cccc(C(F)(F)F)c3)CC2)=NC1=O,-13,-7,23,9,-6,19,-7,-0.64,-2
COc1ccc(CC(=O)NNC(=S)Nc2ccc(Br)cc2)cc1,-3,20,-3,2,8,-24,-6,-0.62,18
COc1ccc(C(=O)NCc2nnc(SCC(=O)Nc3cc(C)cc(C)c3)o2)cc1OC,-6,-14,-32,-4,4,-7,11,1.4,4

# Assay outcomes: PubChem, several laboratories
